Assay outcomes as filed in PubChem.
EP2 antag: blocks the human prostaglandin E2 receptor EP2; P43116; C6 glioma cells expressing human EP2, cAMP TR-FRET; cells stimulated with saturating PGE2; inhibition, % at 25 µM; actives 0.52% (n = 260,000); AID 1422;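 active = percent inhibition above 40 after rounding to a whole number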;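 note: rat C6 glioma host cells with rolipram phosphodiesterase inhibitor present; the protocol text gives 20 µM as final concentration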
Target sequence (P43116 whole entry, looked up): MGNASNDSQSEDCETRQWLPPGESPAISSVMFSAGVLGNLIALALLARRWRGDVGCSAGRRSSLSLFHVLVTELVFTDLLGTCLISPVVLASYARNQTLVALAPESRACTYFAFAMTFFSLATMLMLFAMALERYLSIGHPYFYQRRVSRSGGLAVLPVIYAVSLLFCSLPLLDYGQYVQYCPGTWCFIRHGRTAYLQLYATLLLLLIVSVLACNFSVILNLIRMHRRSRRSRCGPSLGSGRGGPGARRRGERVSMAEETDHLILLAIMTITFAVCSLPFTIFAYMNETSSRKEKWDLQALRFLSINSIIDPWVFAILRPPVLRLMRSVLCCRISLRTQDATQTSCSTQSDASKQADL
TRPML3 agonist: agonists of human TRPML3 channel; Q8TDD5; HEK293 TRPML3-YFP, Fluo-8 calcium fluorescence; 100% = the carbachol control signal; activation, % at 3 µM; actives 0.29% (n = 220,000); AID 1448;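 active = activation above its plate's cutoff, the mean activation of the plate's test wells plus 3 SD, cut at about 12% in these data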;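 note: 0% = DMSO only wells and 100% = carbachol wells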
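Material: TRPML3-YFP stable HEK293 cells | Dosing: One concentration, 3 µM nominal, 0.3% DMSO | Timing: 125 s total fluorescence read per well | Technique: Fluo-8 calcium dye fluorescence, ex 470-495, em 515-575 nm | Measure: Percent activation from peak-to-basal fluorescence ratio, scaled between DMSO and carbachol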
14-3-3 Bad inh: disrupts binding of bovine 14-3-3 zeta to phospho-Bad peptide | P63103 | TR-FRET 14-3-3zeta/Dy647-pBad peptide displacement, 1 h | inhibition, % at 21.7 µM | actives 0.71% (n = 220,000) | AID 781;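 active = inhibition above about 70%, limit read from the data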;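 note: 0% = full 14-3-3 plus peptide FRET controls and 100% = background without 14-3-3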
Target sequence (P63103 whole entry, looked up): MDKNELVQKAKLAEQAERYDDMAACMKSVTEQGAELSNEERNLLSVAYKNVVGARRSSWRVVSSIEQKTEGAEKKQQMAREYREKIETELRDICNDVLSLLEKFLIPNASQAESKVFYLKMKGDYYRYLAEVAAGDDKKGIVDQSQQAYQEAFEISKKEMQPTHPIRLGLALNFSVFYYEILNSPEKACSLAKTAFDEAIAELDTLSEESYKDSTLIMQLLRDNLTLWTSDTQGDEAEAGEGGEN
EP2 modulator: modulators of human EP2 prostaglandin E2 receptor | P43116 | EP2-expressing cells, cAMP HTRF FRET, PGE2 co-stimulation | induction, % at 25 µM | actives 0.83% (n = 260,000) | AID 940;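 active = compounds whose cAMP rise, as percent of the full-agonist control response, exceeds 60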;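 note: rat C6 glioma line stably carrying human EP2 under a CMV promoter; the protocol text gives 20 µM as final concentration; 100% = response of wells given 1 µM PGE2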
CHOP inh: blocks CHOP induction under ER stress | inhibition, % at 10 µM | CHO-K1 CHOP-promoter luciferase, tunicamycin-induced, 15-18 h | AID 2732 | actives 3.8% (n = 220,000);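 active = compounds that reduced the stress-induced luciferase reporter signal by more than about 70% of percent inhibition, limit read from the data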;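 note: 0% = tunicamycin plus vehicle and 100% = wells without tunicamycin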
PPC-1+TRAIL kill: PPC-1 cancer cell killing with TRAIL present | PPC-1 cells + TRAIL, ATPLite viability luminescence | cell killing (% activity), % at 4 µM | actives 0.41% (n = 220,000) | AID 1443;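 active = cell killing above 50% in the first pass at 4 µM, then a duplicate retest at 5 µM averaging 50% or more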;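 note: plate controls were cells with TRAIL plus DMSO for no effect and medium-only wells lacking cells for full effect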
NPY Y1 blocker: antagonists of human neuropeptide Y receptor Y1; HEK293-CNG Y1 cells, membrane potential fluorescence; NPY at EC95, then isoproterenol; AID 1040; inhibition, % at 3.6 µM; P25929; actives 1% (n = 200,000);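 active = inhibition above the campaign mean inhibition of all tested compounds plus 3 SD, cut at about 20% in these data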;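 note: 0% = DMSO wells given NPY plus isoproterenol and 100% = isoproterenol alone without NPY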
Target sequence (P25929 whole entry, looked up): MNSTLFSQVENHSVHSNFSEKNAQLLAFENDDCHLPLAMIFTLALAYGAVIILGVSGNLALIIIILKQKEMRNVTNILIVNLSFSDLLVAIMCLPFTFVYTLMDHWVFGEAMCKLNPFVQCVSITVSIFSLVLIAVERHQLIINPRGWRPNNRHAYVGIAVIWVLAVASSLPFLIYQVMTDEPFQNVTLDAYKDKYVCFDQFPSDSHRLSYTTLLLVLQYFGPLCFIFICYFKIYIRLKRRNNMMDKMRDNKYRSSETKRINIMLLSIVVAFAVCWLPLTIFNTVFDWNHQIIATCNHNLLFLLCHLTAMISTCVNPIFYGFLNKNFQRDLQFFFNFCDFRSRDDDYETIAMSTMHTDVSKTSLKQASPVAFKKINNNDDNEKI
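Material: HEK293 Y1/CNG channel cell line; also added: NPY (25 nM), isoproterenol (1 µM), Ro 20-1724 (25 µM); doses: one concentration, 3.6 µM, in 0.4% DMSO; schedule: compound incubation 1 h at room temperature, readout 45 min post-stimulation; technique: membrane potential fluorescence; measure: fluorescence ratio normalized to % inhibition between controls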
NPY1 pot ag: potentiators or agonists of human neuropeptide Y receptor Y1 | P25929 | NPY-Y1 expressing cells, potentiator/agonist activation | activation, % at 3.6 µM | actives 0.37% (n = 220,000) | AID 1304; in the data active = activation above about 33%, passing the limit was not always enough;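 note: cells stimulated with NPY at EC10 then isoproterenol at EC100; 0% = low agonist plus stimulus and 100% = saturating agonist plus stimulus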
zfTRPN1 agonist: zebrafish TRPN1 (NompC) channel agonism; AID 1424; actives 0.18% (n = 220,000); HEK293 zebrafish TRPN1-YFP, Fluo-8 calcium fluorescence; 100% = response to 87 µM carbachol; activation, % at 3 µM;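 active = activation above its plate's cutoff, the mean activation of test wells on that plate plus 3 SD, cut at about 19% in these data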;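 note: 0% = DMSO alone and 100% = 87 µM carbachol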
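Control set: carbachol 87 µM as high control, DMSO as low control; system: HEK293 stable line with zebrafish TRPN1-YFP; read-out: % activation versus carbachol response; detection: intracellular calcium fluorescence with Fluo-8; doses: single test compound dose, 3 µM nominal, 0.3% DMSO; schedule: dye 1 h 37 °C plus 30 min RT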
* marks the source's active call; other numbers are inactive results; / = not tested or not shown; & = joins results of further samples; [ ] = another dose, or the depositor's remark. The list is partial; count on the stated rates, not on these rows.

SMILES	EP2 antag	TRPML3 agonist	14-3-3 Bad inh	EP2 modulator	CHOP inh	PPC-1+TRAIL kill	NPY Y1 blocker	NPY1 pot ag	zfTRPN1 agonist
CN(C)/N=C/C=C1\CCC/C(=C/c2cccs2)C1=O	15.9	1.0	-0.9	-9.2	6.8	15.6	/	-2.7	-0.7
COc1ccc(C(=O)NCc2nnc(SCC(=O)N3CCOCC3)o2)cc1OC	8.5	0.8	-28.2	26.0	25.3	5.7	-2.3	23.5	3.0
CCCn1c(C)cc(C(=O)COC(=O)c2ccc[nH]c2=O)c1C	1.9	0.2	-5.5	16.2	52.1	14.6	0.0	-9.6	1.2
CN(C)S(=O)(=O)c1cccc(C(=O)N(Cc2ccc(F)cc2)Cc2ccco2)c1	-1.1	1.0	3.7	-19.3	-9.3	23.4	9.4	-5.4	-0.2
CCOC(=O)C1CCN(c2cc(=O)n(-c3ccc(OC)cc3)c(=O)[nH]2)CC1	6.3	-0.7	0.9	-3.9	23.7	0.5	-2.2	0.5	0.6
CCN(CC)CCNC(=O)c1cc2cc(Br)ccc2s1	6.5	1.9	-5.8	-77.8	28.2	-5.4	7.1	2.4	2.6
Cc1cc(C)c(S(C)(=O)=O)c(S(=O)c2ccc(Cl)cc2)n1 (configuration not stated)	1.8	0.2	4.9	16.8	-10.5	-8.1	1.4	-22.2	0.2
COC(=O)C(C)Sc1nnc(Cc2cc(=O)[nH]c(=O)[nH]2)n1-c1ccc(Cl)cc1 (configuration not stated)	/	0.5	2.8[fluorescence artefact?]	11.1	-6.5	13.0	3.4	-1.1	0.9
CSc1nnnn1CCn1nnnc1SC	6.1	0.7	-1.7	12.0	8.8	16.3	-4.2	1.7	1.8
O=C(c1cccc(S(=O)(=O)N2CCCC2)c1)N1CCCc2ccccc21	0.4	0.9	-4.0	-30.7	13.2	-3.0	-0.1	-18.2	0.2
Nc1ccc(S(=O)(=O)NC2(C(F)(F)F)NC(=O)N(c3ccccc3Cl)C2=O)cc1 (configuration not stated)	7.4	0.9	-18.1[fluorescence artefact?]	5.2	-7.5	12.0	-1.4	3.9	0.8
Cc1sc2ncnc(N/N=C/c3ccccc3O)c2c1C	9.3	1.0	-16.4	-14.9	55.5	34.0	3.8	-8.9	-2.0
O=C(Nc1cccc(Cl)c1)C1CCCN(S(=O)(=O)c2cnc[nH]2)C1 (configuration not stated)	20.2	-0.4	6.8[fluorescence artefact?]	-15.0	16.0	47.4	-1.5	4.8	-0.2
CCOc1ccc(NCCC(=O)c2ccc3c(c2)OCO3)cc1	7.0	0.0	-19.0	-36.0	41.6	17.0	5.1	-32.8	-3.0
Cc1cc(-n2c(C)cc(C(=O)CN3C(=O)NC4(CCCCC4C)C3=O)c2C)no1 (configuration not stated)	18.8	0.7	-3.4[fluorescence artefact?]	-27.5	5.1	3.6	0.2	11.0	0.6
COc1ccc(S(=O)(=O)N2CCC(n3cnc4cc(C(F)(F)F)ccc43)CC2)cc1	16.6&6.5	0.5	-0.6[fluorescence artefact?]	-2.4&-127.1	60.5	17.8	-5.2	18.3	-2.0
CC(C)COC(=O)Nc1ccc(C(=O)O)cc1	5.3	0.1	4.8	30.2	-2.7	1.0	4.2	3.5	0.0
CC(C)Oc1ccc(-c2nc(NCC3CCCO3)c3ccccc3n2)cc1 (configuration not stated)	12.8	-0.8	-7.8	-43.1	-16.2	6.1	/	-4.6	-0.4
COc1ccccc1N1CCN(CCc2n[nH]c(=S)n2-c2ccccc2)CC1	0.1	0.3	52.6[fluorescence artefact?]	2.1	35.9	1.0	0.2	4.2	1.9
COc1ccc(C)cc1C(=O)C1CC(C(=O)O)C(C)(C)C1C (configuration not stated)	13.8	0.1	-2.4[fluorescence artefact?]	11.1	-12.0	-2.5	1.1	6.0	-0.5
CCCS(=O)(=O)N1CCCC(C(=O)NCCc2ccc(OC)c(OC)c2)C1 (configuration not stated)	18.5	-0.5	-11.1	-4.3	16.9	17.4	-1.1	-4.2	0.3
O=C(NC1(C(F)(F)F)NC(=O)N(C2CCCCC2)C1=O)c1ccco1 (configuration not stated)	6.8	0.2	-3.7	9.1	9.8	4.6	-4.0	-18.3	-0.3
COc1ccc(CCNC(=O)CN2C(=O)NC(CCSC)C2=O)cc1 (configuration not stated)	5.8	0.8	3.4	10.6	-2.1	-16.0	3.6	-15.7	0.7
COc1cccc(-c2nc(CS(=O)CC(=O)NCCCOC(C)C)c(C)o2)c1 (configuration not stated)	5.2	0.3	-5.8[fluorescence artefact?]	-0.2	19.8	12.0	-2.9	4.1	1.0
Cc1ccccc1C(=O)NC=C1C(=O)OC(C)(C)OC1=O	8.8	0.5	5.8	13.8	32.4	8.1	4.6	-6.0	0.5
Further compounds.
SMILES	EP2 antag	TRPML3 agonist	14-3-3 Bad inh	EP2 modulator	CHOP inh	PPC-1+TRAIL kill	NPY Y1 blocker	NPY1 pot ag	zfTRPN1 agonist
COc1ccc(NC(=O)c2ccco2)cc1N	9.2	1.1	3.5	6.9	70.0*	17.9	-4.6	-0.3	0.3
CCc1ccc(NC(=O)C/C(C)=N/NC(=O)OCc2ccc(OC)cc2)cc1	5.1	-0.5	1.4[fluorescence artefact?]	9.7	19.6	4.0	-2.1	-3.9	-0.7
CCOC(=O)Cc1csc(NC(=O)COc2ccc(OC)cc2)n1	6.3	-0.1	-0.1[fluorescence artefact?]	9.4	5.7	15.1	-0.1	0.8	0.2
Cc1ccc(N(C(=O)c2ccc3c(c2)OCO3)C2C=CS(=O)(=O)C2)cc1 (configuration not stated)	8.7	1.7	-2.2	9.0	8.9	5.6	1.3	-11.0	0.4
COc1cccc(NC(=O)C2CCN(S(=O)(=O)c3ccc4c(c3)OCCO4)CC2)c1	6.2	1.1	-11.3[fluorescence artefact?]	-62.6	51.3	3.6	1.8	0.8	0.3
Brc1ccc(-c2nnc3c4ccccc4nc(N4CCOCC4)n23)cc1	/	0.5	3.1	44.1	-0.2	-5.1	1.5	-7.5	0.8
Cc1ccc(NCC(=O)N=Nc2c(O)n(C)c3ccccc23)cc1	9.7	0.0	-4.6	-50.5	-6.5	-0.6	6.6	-8.8	0.5
COc1ccccc1/C=N/NC(=O)CNC(=O)c1ccc(S(=O)(=O)N2CCCC2)cc1	4.2	1.1	-8.6	-23.4	-10.8	9.6	-0.3	0.9	-0.7
CCCCCC(=O)NC(=S)Nc1ccc(N2CCCCC2)c(Cl)c1	18.5	0.1	-2.7	15.4	7.5	-3.9	13.0	-7.8	-0.2
Nc1nc(SCC(=O)Nc2cccnc2Cl)n[nH]1	10.1	0.9	-1.5	-22.4	-0.1	-22.1	1.0	11.5	0.4
Cc1cc(C(F)(F)F)nn2cnnc12	1.2	1.2	-4.5	-15.2	6.2	-4.1	-3.3	-8.5	0.8
O=C(O)CN(c1ccccc1F)S(=O)(=O)c1ccccc1	2.2	0.2	/	14.9	6.2	9.5	4.3	0.9	0.6
c1ccc2c(c1)[nH]c1c(N3CCSCC3)ncnc12	/	4.4	9.0	-21.6	45.5	/	6.7	0.4	7.4
Cc1cccc(C)c1Oc1nc(-c2ccccc2)ncc1S(=O)(=O)c1ccccc1	7.8	0.7	1.5	22.2	20.2	22.6	1.1	13.2	-0.5
O=C(c1ccccc1)C1CN(Cc2ccccc2)CCC1(O)c1ccccc1 (configuration not stated)	7.1	0.8	-1.3	76.0*	41.2	11.9	-7.8	14.8	1.3
COC(=O)C(NS(=O)(=O)c1ccccc1Cl)c1ccccc1 (configuration not stated)	4.0	0.4	-1.4	17.9	2.3	22.8	3.3	-9.2	-0.2
O=C(O)c1ccc2c(c1)OCCCO2	7.8	0.1	5.0	12.6	-6.8	-3.8	/	6.0	1.6
C(#Cc1ccccc1)C[N+]1(CC#Cc2cccc3ccccc23)CCOCC1	2.1	0.6	6.3	-15.3	12.5	16.4	3.0	-9.5	0.2
COc1ccccc1-c1cc(C(F)(F)F)nc(S(=O)(=O)CCCC(=O)NCc2ccc(F)cc2)n1	15.0	-0.7	-12.0	19.3	100.5*	4.5	14.3	-11.8	-1.4
CCc1c(C)sc(NC(=O)c2cc(-c3ccco3)on2)c1C#N	9.8	1.0	6.0	23.6	7.5	6.9	0.6	-18.7	2.0
Cc1ccc(Nc2cc(C)nc(N3CCOCC3)n2)c(C)c1	7.0	0.1	7.2	17.0	25.1	8.9	13.2	-18.3	-2.8
CCC1(C)Cc2ccccc2-c2nc(NCCO)[nH]c(=O)c21 (configuration not stated)	11.3	1.3	11.3	17.7	44.0	5.7	-9.1	9.5	0.7
Cn1c(=O)n(CC(=O)N2CCOCC2)c2ccccc21	14.7	0.1	-4.5	15.5	0.8	3.9	2.7	-12.3	1.9
CC(OC(=O)c1ccc2ccccc2n1)C(=O)c1ccccc1 (configuration not stated)	3.7	1.2	4.1	-18.8	-1.1	/	1.2	1.3	0.0
CCCNc1[nH]c(=O)n(C)c(=O)c1N=O	12.5&7.3	0.5	62.0[fluorescence artefact?]	-48.1&7.6	-12.9	12.3	-0.1	-32.7	0.3
The list continues.
SMILES	EP2 antag	TRPML3 agonist	14-3-3 Bad inh	EP2 modulator	CHOP inh	PPC-1+TRAIL kill	NPY Y1 blocker	NPY1 pot ag	zfTRPN1 agonist
O=C(c1ccco1)N1CCN(Cc2nnnn2CC2CCCO2)CC1 (configuration not stated)	9.7	0.5	17.0	39.6	37.7	12.9	-1.9	19.8	0.8
CCOc1ccc(N/C=C/C(=O)c2ccc(OC)cc2)c([N+](=O)[O-])c1	19.1	0.0	4.6	-21.9	-8.6	17.6	5.5	3.4	0.2
C=CCSc1nnc(CCCCCN2C(=O)c3cccc4cccc(c34)C2=O)o1	4.5	1.0	-8.3[fluorescence artefact?]	-8.9	22.4	-6.5	2.2	-14.5	0.5
Cc1ccc2c(c1)N(CC(=O)c1cccc(Cl)c1)C(=O)C(C)O2 (configuration not stated)	4.7	0.7	16.2	14.3	40.9	-6.1	7.3	-33.6	-0.8
CCc1nc(SCC(=O)Nc2cc(C)on2)c2c(C)c(C)sc2n1	8.8	0.8	6.2	26.1	42.5	12.4	2.5	14.4	0.3
Cc1ccccc1-n1nnnc1-c1ccccc1	1.4	1.7	2.9	15.8	20.5	12.2	-0.4	14.9	0.1
CCN(CC)S(=O)(=O)c1cccc(NC(=O)CCSc2ccc(Cl)cc2)c1	9.6	0.5	1.1	-45.6	39.6	32.0	0.1	-7.8	0.1
